Source: PubChem BioAssay (National Center for Advancing Translational Sciences (NCATS))
NPSR antag = antagonists of human neuropeptide S receptor cAMP signaling. Q6W5P4. CHO-NPSR cells, cAMP TR-FRET, antagonist mode. Potency, µM (doses to about 38.3 µM), inactives show at the highest dose activity change, negative = inhibition, hits mostly inhibitors. hit rate 1% among 220,000. AID 1461; also: potency is read from the fitted curve at half-maximal effect; % is scaled to controls: 0 for no effect and ±100 for the full control effect; nearly all actives have a fitted effect of over 50% in size; many of its hits are not listed in these tables
Target sequence (Q6W5P4 whole entry, looked up): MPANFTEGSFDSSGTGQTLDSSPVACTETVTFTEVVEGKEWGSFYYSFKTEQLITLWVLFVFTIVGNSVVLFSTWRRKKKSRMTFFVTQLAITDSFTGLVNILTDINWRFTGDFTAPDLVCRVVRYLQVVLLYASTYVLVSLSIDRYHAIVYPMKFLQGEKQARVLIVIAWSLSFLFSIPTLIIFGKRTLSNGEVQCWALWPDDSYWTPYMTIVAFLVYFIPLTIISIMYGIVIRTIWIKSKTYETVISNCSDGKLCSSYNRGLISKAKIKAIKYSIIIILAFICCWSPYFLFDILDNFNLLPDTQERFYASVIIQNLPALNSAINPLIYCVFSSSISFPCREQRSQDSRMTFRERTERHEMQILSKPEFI
LMNA splice mod = changes lamin A minigene splicing in HeLa cells; HeLa LMNA splicing GFP/RFP minigene ratio, 48 h; Potency, µM (top dose mostly 46.1 µM), for inactives: at the top dose ratio change, negative = inhibition, usual class: inhibitors; hit rate 0.01% among 200,000; active = well fitted inhibition curve with a large enough effect in the signal ratio, with a control signal flat, not every such curve was filed as active; inconclusive = small, poorly fitted or top-dose-only effect, or effect the other way, or a change in a side signal; the % refers to the signal ratio; also: potency is read from the fitted curve at half-maximal effect; % is scaled to controls: 0 for no effect and ±100 for the full control effect
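S3 HeLa stable clones carrying a lamin A-EGFP splicing minigene plus DsRed2 were seeded at 600 cells/well in Opti-MEM with 2% FBS, pin-dosed and incubated 48 h at 37°C. Acumen cytometry (488 nm) gave the GFP/RFP total-intensity ratio.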
KinaseGlo FLuc = counter-screen: inhibitors of Kinase-Glo firefly luciferase. Q27757. Kinase-Glo luciferase, ATP luminescence, 8 min. Potency, µM (doses to about 38.3 µM), without a hit: at the highest dose activity change, negative = inhibition, actives largely listed as inhibitors. hit rate 0.28% among 200,000; also: potency is read from the fitted curve at half-maximal effect; % is scaled to controls: 0 for no effect and ±100 for the full control effect; nearly all actives have a fitted effect of over 60% in size
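Substrate mix (final 50 mM imidazole pH 7.2, 50 mM KCl, 7 mM MgCl2, 10 uM ATP, 0.01% Tween 20, 0.05% BSA) plus pin-tool compound, then Kinase-Glo detection mix; 8 min ambient, luminescence read.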
CBFb RUNX1 block = CBF-beta/RUNX1 interaction disruption; Q01196+Q13951; AlphaScreen CBFb-His/RUNX1-biotin binding, biochemical; Potency, µM (titrated, usually from 59.8 µM), for the others: top-dose activity, negative = inhibition, hits mostly inhibitors; 230,000 tested, under 10 active; AID 1477; also: % of control where 0% means no effect
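Read-out: AlphaScreen. Format: His-CBF-beta with biotinylated RUNX1 (30 nM each) preincubated 20 min, compound 15 min, Ni-chelate plus streptavidin beads 90 min; room temperature throughout.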
Epigenetic reg = derepresses silenced GFP reporter in murine cells. Potency, µM (series often up to 53.9 µM), inactives show top-dose GFP activation, hits mostly activators. hit rate 0.2% among 280,000. murine LDR cells, GFP reporter derepression, 30 h; also: potency is read from the fitted curve at half-maximal effect; % of control where 0% means no effect; nearly all actives have a fitted effect of over 60% in size
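Murine LDR cells carrying a silenced, genomically integrated CMV-driven GFP reporter were exposed to compound for 30 hours at 37 C. After PBS washes, GFP-positive cells (20–120 um objects) were counted by laser-scanning microplate cytometry.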
IMPase Li cell = membrane-permeable IMPase blocker, potentiated with lithium; CHO-M1 cells, IP1 TR-FRET (IP-One), carbachol + lithium; AID 1457; Potency, µM (highest dose often 59.4 µM), without a hit: at the highest dose activity, negative = IMPase inhibition, usual class: inhibitors; hit rate 0.35% among 210,000;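 also: IP1 builds up when IMPase is blocked and the TR-FRET signal falls; potency is read from the fitted curve at half-maximal effect; plate controls were basal vehicle for no effect and high inhibitor control for full effect; nearly all actives have a fitted effect of over 50% in size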
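Steps: plate 2000 CHO-M1 cells per well and culture 16–30 h; add compound and lithium; incubate 30 min, 37C; add d2-IP1 tracer and Eu cryptate anti-IP1 antibody in lysis buffer; read after 10 min at room temperature.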
GLA spleen mod = inhibits or activates alpha-galactosidase in human spleen homogenate. Potency, µM (titrated, usually from 80 µM), inactives show top-dose activity change, negative = inhibition, hits mostly inhibitors. AID 2107. hit rate 0.008% among 240,000. human spleen homogenate, 4MU-alpha-Gal fluorescence, 40 min. P06280;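 also: potency is read from the fitted curve at half-maximal effect; 0% = enzyme with vehicle and -100% = no enzyme basal signal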
Target sequence (P06280 32-429 limits assumed): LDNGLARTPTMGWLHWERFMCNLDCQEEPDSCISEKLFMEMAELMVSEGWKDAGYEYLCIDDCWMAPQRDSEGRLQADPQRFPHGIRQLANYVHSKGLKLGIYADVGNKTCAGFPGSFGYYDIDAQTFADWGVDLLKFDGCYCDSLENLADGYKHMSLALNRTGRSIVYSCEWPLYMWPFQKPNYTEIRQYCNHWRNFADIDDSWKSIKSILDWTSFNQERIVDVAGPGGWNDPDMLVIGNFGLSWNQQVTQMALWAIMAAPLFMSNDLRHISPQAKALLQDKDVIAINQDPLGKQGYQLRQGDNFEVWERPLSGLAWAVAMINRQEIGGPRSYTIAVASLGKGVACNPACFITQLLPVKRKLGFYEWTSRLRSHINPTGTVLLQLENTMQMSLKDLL
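Human spleen homogenate (1 ug) as enzyme source, 4-methylumbelliferyl-alpha-D-galactopyranoside 1 mM final, citrate/phosphate pH 5.0 with 0.01% Tween-20. Compounds 40 min at 37C, NaOH/glycine stop; fluorescence Ex 365/Em 440, Hill-fit AC50.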
Starred values were filed as active, the others as inactive; ? = inconclusive; . = not tested or not shown; & = joins results of further samples; [ ] = dose if it differs, or a comment. Unless noted, calls follow the shape of the dose curve; as a rule, active = well fitted curve in the direction sought with a large enough effect; inconclusive = small, poorly fitted or top-dose-only effect, or another doubt; inactive = no such curve, though single readings can be large; an effect the other way counts as inactive or inconclusive. Only part of the results is shown. The share of hits here may be higher or lower than overall.

Results follow in this order: NPSR antag	LMNA splice mod	KinaseGlo FLuc	CBFb RUNX1 block	Epigenetic reg	IMPase Li cell	GLA spleen mod
#1 NC(=O)Nc1n[nH]c(-c2ccccc2)n1
→ -16%	.	-3%[7.66 µM]	-5%	0.0%	-3%	-21%
#2 CCOc1cc(S(=O)(=O)NCC2OCCc3ccccc32)c(OCC)cc1-n1cnnn1 (centres undefined)
→ -10%[7.67 µM]	-3%	-3%	1%	0.9%	10%[38.3 µM]	-4%
#3 COc1ccc(/C(C)=N/NS(=O)(=O)c2cc(C)ccc2C)c(OC)c1
→ 6%	.	-3%	-21%	0.0%	-9%	2%
#4 CCOC(=O)CCSc1nc(C(C)(C)C)cc(C(F)(F)F)c1C#N
→ -10%[46.1 µM]	-12%	-4%	?	0.0%	16%	-10%
#5 COc1cc(CNC2CCCCC2)c(Br)cc1OC1CCCC1
→ -36%	-27%[46 µM]	3%	-8%	-6.4%	0%	-12%
#6 O=C(NC1CCCCC1)C(c1ccccc1)N(Cc1ccc2c(c1)OCO2)C(=O)c1cnsn1 (centres undefined)
→ -30%[46.1 µM]	5%	-1%	6%	-1.2%	14%	0%
#7 COc1ccc2oc(C(F)(F)C(F)F)cc(=O)c2c1
→ 0%[46.1 µM]	-4%	-4%	2%	0.9%	-12%[38.3 µM]	8%
#8 CC(C)(C)OC(=O)NCCCC[C@H](NC(=O)c1[nH]cnc1C(=O)Nc1ccc(CNC(=O)OC(C)(C)C)cc1)C(=O)OC(C)(C)C
→ -31%	.	.	10%	-0.7%	.	5%
#9 CC(=O)[C@H]1[C@H](CCc2ccccc2)NC(=O)N(Cc2ccccc2)[C@@H]1C
→ 3%	2%[9.22 µM]	-4%[7.66 µM]	4%[13.1 µM]	1.6%	6%	-12%[17.5 µM]
#10 Cc1ccc(C(=O)N[C@H](C(=O)OCc2cc(=O)n3c(n2)sc2ccccc23)C(C)C)cc1
→ -18%[46.1 µM]	-8%	.	-3%	-0.9%	.	2%
#11 CC(=O)Nc1nn(C)c2nc(C)cc(C)c12
→ 16%	.	2%	3%	0.0%	-6%	3%
#12 Cc1cc(-n2nc(C)cc2C)nc(NS(=O)(=O)c2ccccc2)n1
→ -9%[46.1 µM]	-1%	3%	7%	-5.8%	2%[38.3 µM]	14%
#13 CN(C)S(=O)(=O)c1cccc(NC(=O)c2cc(-c3cccs3)nn2-c2cccc(Cl)c2)c1
→ -2%	-13%	-2%	-19%	-1.5%	10%	-13%
#14 Cc1cccc(C)c1NC(=O)CSc1ncnc2nc[nH]c12
→ 5%[46.1 µM]	-8%	0%	8%	0.9%	0%	-14%
#15 CSc1ccccc1NC(=O)CN1CC(C)OC(C)C1 (centres undefined)
→ 7%	22%[46 µM]	1%	-2%	1.1%	-3%	-5%
#16 CC(=O)CC(C)(C)S(=O)(=O)c1ccc(Oc2ccc(S(=O)(=O)C(C)(C)CC(C)=O)cc2)cc1
→ 0%	-3%	8%	-7%	-1.0%	21%	2%
#17 CCOC(=O)c1c(-c2ccccc2)oc2ccc(O)c(CN3CCCC3)c12
→ -2%[46.1 µM]	-5%	0%	1%	-0.1%	-3%[38.3 µM]	-1%
#18 COc1cc(C)c(N(C(C)=O)c2ccccc2)c(C)c1
→ -9%[46.1 µM]	20%	-2%	7%	-4.3%	7%[38.3 µM]	12%
#19 C/C(CC(=O)Nc1ccc(Cl)cc1C(F)(F)F)=N\NC(=O)c1cccs1
→ 1%	.	.	16%	2.1%	.	9%
#20 O=C(NCCC1=CCCCC1)C1CCN(S(=O)(=O)c2cnc[nH]2)CC1
→ -10%[46.1 µM]	10%	2%	2%	2.6%	22%[38.3 µM]	0%
#21 Cc1ccc(CN2CC34C=CC(O3)C(C(=O)NCc3ccco3)C4C2=O)cc1 (centres undefined)
→ -9%[46.1 µM]	12%	-2%	4%	-1.2%	-7%[38.3 µM]	0%
#22 C/C(=N\NC(=O)C(=O)Nc1ccc(C)c(Cl)c1)c1ccncc1
→ 23%	-12%	0%	1%	-1.1%	8%	4%
#23 Cc1ccc(NC(=O)C(C)N2C(=O)c3ccccc3C2=O)cc1 (centres undefined)
→ -2%[46.1 µM]	?	.	-10%	-7.1%	.	-6%
#24 COc1ccc2nc(NC(=O)CS(=O)(=O)Cc3ccccc3)sc2c1
→ -7%	-2%[46 µM]	0%	-2%	?	10%	-6%
#25 Cc1ccc(Cn2nnc3c(=O)n(CC(=O)N4CCCc5ccccc54)cnc32)cc1
→ -9%	11%	0%	-3%	6.2%	8%	6%
#26 Cc1ccc(N2CCN(S(=O)(=O)N(C)C)CC2)c(C)c1
→ 1%[46.1 µM]	-7%	-1%	6%	1.3%	19%[38.3 µM]	-14%
#27 CC(C)c1ccc(Nc2nnc(SCC(=O)Nc3ncc(S(=O)(=O)c4ccc([N+](=O)[O-])cc4)s3)s2)cc1
→ 0%	?	2%	7%	1.1%	9%	-12%
#28 O=P(Cc1ccccn1)(c1ccccc1)c1ccccc1
→ -13%[46.1 µM]	3%[0.0737 µM]	-1%	0%	-0.2%	4%[38.3 µM]	0%
#29 CCCN1CCN(C(=O)c2cc(COc3ccc4ncccc4c3)on2)CC1
→ -16%	.	.	5%	-1.2%	17%	-24%
#30 COc1ccc(C(=O)C2CCCN(Cc3cccn3-c3ccccn3)C2)c(C)c1 (centres undefined)
→ 31%	.	-3%	-4%	-1.0%	27%	-12%
#31 CCC(/C=N/NC(=O)CCCCC(=O)N/N=C/C(CC)CC)CC
→ 1%	-2%	-1%	4%	0.0%	5%	4%
#32 O=C(c1ccc(Cl)cc1)N(Cc1cccs1)C1CCS(=O)(=O)C1 (centres undefined)
→ -7%[46.1 µM]	-1%	-2%	4%	-0.8%	-7%[38.3 µM]	-11%
#33 O=C(c1ccccc1)N1CCCc2ccccc21
→ -3%[46.1 µM]	-9%	1%	-3%	0.0%	9%	-6%
#34 C/C(=N\Nc1cccc([N+](=O)[O-])c1)c1ccccc1O
→ -32%	.	.	-8%	0.0%	12%	-5%
#35 Cc1ccccc1-n1c(SCC(=O)N2CCCC2)nnc1-c1ccccn1
→ 7%[46.1 µM]	-1%	0%	-11%	-2.9%	-9%[38.3 µM]	8%
#36 CCCCCCn1c(CN2CCC(C)CC2)nc2c1c(=O)n(C)c(=O)n2C
→ -9%[46.1 µM]	3%	4%	3%	0.0%	5%	3%
#37 c1ccc(Cn2nc(-c3ccccc3)nc2-c2ccccc2)cc1
→ -7%	?	-10%	-7%	-1.1%	17%	-10%
#38 COc1ccc2cc3cc(C(=O)N4CCN(Cc5ccc6c(c5)OCO6)CC4)oc3nc2c1
→ -22%[46.1 µM]	7%	-3%	1%	-1.1%	12%[38.3 µM]	11%
#39 Cc1c(NC(=O)CCc2ccccc2)cccc1[N+](=O)[O-]
→ 27%	.	-5%	-1%	-4.8%	-6%	-9%
#40 CC(C)C(=O)c1cn(CC(=O)NCc2ccc3c(c2)OCO3)c2ccccc12
→ -21%[46.1 µM]	-11%	3%	-4%	-2.0%	?	6%
#41 O=C(O)C1=C(C(=O)Nc2cc(C(F)(F)F)ccc2Cl)CCCC1
→ 1%	?	-4%	6%	3.2%	-1%	4%
#42 Cc1cc([N+](=O)[O-])nn1CC(=O)Nc1cc(F)ccc1F
→ 8%	?	1%	9%	-2.4%	3%	-3%
#43 N#C/C(=C\c1ccc(C#N)cc1)C(=O)c1ccccc1
→ 0%	?	.	-1%	1.1%	.	4%
#44 CC1CCN(C(=O)C(Cc2ccccc2)n2cccc2)CC1 (centres undefined)
→ -4%[46.1 µM]	3%	0%	5%	-0.8%	36%[activator][38.3 µM]	2%
#45 Cc1cc(=O)[nH]c(SC(C(=O)O)c2ccccc2)n1 (centres undefined)
→ 12%	1%	-1%	5%	0.0%	-2%	-1%
#46 Cc1ccc(N(CC(O)CON=C2c3ccccc3-c3ccccc32)S(C)(=O)=O)cc1 (centres undefined)
→ -26%[46.1 µM]	?	2%	0%	0.0%	8%[38.3 µM]	-3%
#47 CCCCN1C(=S)SC(C)(C)C1/[N+]([O-])=C/c1ccc(S(=O)(=O)NC)cc1 (centres undefined)
→ 53%	.	.	3%	0.4%	.	10%
#48 O=C(N/N=C\c1coc2ccccc2c1=O)c1ccco1
→ -8%	.	.	1%	4.8%	.	-1%
#49 CCOC(=O)Cc1c(C)nc2c(C#N)c(C)nn2c1C
→ -1%[46.1 µM]	-10%	5%	12%	0.0%	-7%	-3%
#50 CCOC(=O)c1cc(-c2ccc(OC)cc2)nn1-c1ccc(C(=O)O)cc1
→ -42%	-9%[46 µM]	2%	3%	-0.4%	-2%	7%
#51 COc1ccc(CCNC(=O)CSc2nnc(CNC(=O)c3ccccc3F)o2)cc1OC
→ -11%[46.1 µM]	-1%	-5%	2%	-2.4%	21%[38.3 µM]	1%
#52 CCOC(=O)c1sc(NC(=O)CSc2nnnn2-c2ccccc2)nc1C
→ -2%[46.1 µM]	6%	1%	6%	0.8%	5%[38.3 µM]	8%
#53 COc1ccc(C(=O)c2coc3ccc(O)c(CN4CCCC4)c23)cc1
→ -7%[46.1 µM]	8%	-3%	-3%	-0.2%	-10%[38.3 µM]	12%
#54 O=C(CCCN1C(=O)c2cccc3cccc(c23)C1=O)N1CCc2ccccc2C1
→ -27%[46.1 µM]	-3%	-1%	-4%	-1.1%	4%[38.3 µM]	0%
#55 Cc1c(NC(=O)CSc2ncccn2)c(=O)n(-c2ccccc2)n1C
→ 5%	-1%[46 µM]	-1%	20%	2.6%	6%	3%
#56 CN1CCN(CCCN2c3ccccc3Sc3ccc(Cl)cc32)CC1
→ ?	?	-3%	-28%	-1.6%	27%&42%&46%&13%	14%
#57 S=C(NCCc1c[nH]c2ccccc12)NC1CC1
→ -2%	-3%[46 µM]	2%	-2%	1.1%	2%	-3%
#58 O=C(CCc1ccccc1)OCC(=O)c1ccc(Br)cc1
→ 5%	-4%	-4%	7%	-1.1%	-1%	3%
#59 CN(CCc1ccccn1)C(=O)CCC1CCCN(C(=O)c2ccc3c(c2)OCCO3)C1 (centres undefined)
→ 2%	.	-1%	17%	-0.6%	8%	2%
#60 O=C(Cc1ccc(-c2ccccc2)cc1)NC1CCCC1
→ -1%	0%[46 µM]	1%	0%	-3.8%	11%	0%
#61 O=C(O)c1cnc(-c2ccccc2)nc1Oc1ccc(Cl)cc1
→ -41%	.	2%	6%	2.2%	0%	8%
